# Screening results: PubChem, The Scripps Research Institute Molecular Screening Center
# PAD4 FP inh: blocks human protein arginine deiminase 4. recombinant PAD4, RCA probe fluorescence polarization. inhibition, % at 6.36 µM. hit rate 0.41% among 330,000;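 active = percent inhibition above a cutoff equal to the mean of all tested compounds plus 3 SD, cut at about 15% in these data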;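 also: 0% = PAD4 with RCA probe and DMSO and 100% = probe without PAD4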
# LYPLA2 inh: counter-screen for PME1 inhibitors: inhibitors of human LYPLA2; recombinant LYPLA2, FP-Rh probe fluorescence polarization; O95372; inhibition, % at 5.9 µM; hit rate 0.38% among 320,000; AID 2177;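 active = inhibition above the screen-wide mean plus 3 SD, limit set per campaign, cut at about 26% in these data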;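 also: 0% = LYPLA2 with DMSO and 100% = wells lacking LYPLA2 enzyme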
# Target sequence (O95372 whole entry, looked up): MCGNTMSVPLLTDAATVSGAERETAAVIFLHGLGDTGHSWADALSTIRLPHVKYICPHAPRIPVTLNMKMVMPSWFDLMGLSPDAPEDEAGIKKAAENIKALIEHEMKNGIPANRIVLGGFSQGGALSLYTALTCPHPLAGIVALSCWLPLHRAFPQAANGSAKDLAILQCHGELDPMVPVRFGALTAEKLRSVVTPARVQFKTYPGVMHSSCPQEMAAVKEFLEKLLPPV
# PAFAH1B3 FP inh: inhibitors of human PAFAH1B3; recombinant PAFAH1B3, FP-rhodamine probe, fluorescence polarization; Q15102; inhibition, % at 3.39 µM; hit rate 0.28% among 340,000;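 active = inhibition above the screen-wide average of all tested compounds plus 3 SD, cut at about 25% in these data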;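 also: 0% = enzyme with DMSO only and 100% = wells lacking PAFAH1B3 protein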
# PREPL inhibitor: inhibits the human prolyl oligopeptidase-like enzyme; Q4J6C6; recombinant PREPL, fluorescence polarization activity-based probe; inhibition, % at 5.96 µM; hit rate 0.68% among 320,000; AID 2751; in the data active = inhibition above about 43%;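 also: 0% = enzyme with DMSO and 100% = wells lacking enzyme; many of its hits are not listed in these tables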
# Target sequence (Q4J6C6 whole entry, looked up): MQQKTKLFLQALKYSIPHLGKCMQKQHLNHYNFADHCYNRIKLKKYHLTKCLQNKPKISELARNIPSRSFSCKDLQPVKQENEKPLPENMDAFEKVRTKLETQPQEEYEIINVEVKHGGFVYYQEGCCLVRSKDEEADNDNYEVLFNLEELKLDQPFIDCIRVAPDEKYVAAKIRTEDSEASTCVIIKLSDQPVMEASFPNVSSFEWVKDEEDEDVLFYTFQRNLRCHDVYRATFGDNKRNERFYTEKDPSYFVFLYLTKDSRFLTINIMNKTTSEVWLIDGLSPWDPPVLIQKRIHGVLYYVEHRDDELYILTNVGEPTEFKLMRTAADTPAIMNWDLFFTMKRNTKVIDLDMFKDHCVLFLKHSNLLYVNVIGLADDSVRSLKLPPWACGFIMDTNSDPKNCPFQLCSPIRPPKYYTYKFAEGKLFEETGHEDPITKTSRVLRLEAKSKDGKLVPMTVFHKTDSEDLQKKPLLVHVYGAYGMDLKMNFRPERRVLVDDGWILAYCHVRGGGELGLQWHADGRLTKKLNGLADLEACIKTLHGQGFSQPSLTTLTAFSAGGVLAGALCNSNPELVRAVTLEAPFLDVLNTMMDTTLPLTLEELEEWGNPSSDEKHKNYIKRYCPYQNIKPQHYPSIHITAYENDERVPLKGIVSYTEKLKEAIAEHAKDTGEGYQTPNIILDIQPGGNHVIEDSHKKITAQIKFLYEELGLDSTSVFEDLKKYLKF
# ZTA DNA inh: counter-screen for EBNA-1 inhibitors: inhibitors of Epstein-Barr virus ZTA. P03206. ZTA-DNA binding, fluorescence polarization. inhibition, % at 11 µM. hit rate 0.15% among 320,000. AID 2234; in the data active = inhibition above about 33%
# PAFAH2 inh: inhibitors of human PAFAH2; AID 492956; recombinant PAFAH2, FP-rhodamine activity probe, fluorescence polarization; hit rate 0.99% among 340,000; inhibition, % at 3.39 µM;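 active = inhibition above the mean over all tested compounds plus 3 SD, cut at about 30% in these data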;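 also: inhibitors block probe labeling of enzyme so polarization drops; 0% = enzyme with DMSO and 100% = wells lacking PAFAH2 protein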
# LYPLA1 counter: LYPLA1 (human) inhibition in PME1 counter-screen | O75608 | recombinant LYPLA1, FP-Rh probe fluorescence polarization | inhibition, % at 5.9 µM | hit rate 0.16% among 320,000;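 active = inhibition above the mean of all tested compounds plus 3 SD, set per campaign, cut at about 14% in these data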;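 also: inhibitors block serine hydrolase probe labeling of LYPLA1 so polarization falls; 0% = enzyme with DMSO and 100% = wells lacking LYPLA1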
# GSTO1 inh: GSTO1 inhibition, counter-screen for RBBP9 inhibitors; inhibition, % at 5.96 µM; hit rate 1.1% among 300,000; recombinant GSTO1, activity-based probe fluorescence polarization;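 active = inhibition above the campaign mean inhibition plus 3 SD, cut at about 35% in these data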;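 also: 0% = GSTO1-1 with DMSO and 100% = wells lacking GSTO1-1 enzyme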
# EBNA-1 inhibitor: blocks EBNA-1 binding to DNA; EBNA-1 DNA binding, fluorescence polarization; inhibition, % at 14.8 µM; hit rate 0.34% among 300,000; in the data active = inhibition above about 28%
# * = called active by the depositor; x = no result given.
SMILES,PAD4 FP inh,LYPLA2 inh,PAFAH1B3 FP inh,PREPL inhibitor,ZTA DNA inh,PAFAH2 inh,LYPLA1 counter,GSTO1 inh,EBNA-1 inhibitor
Cc1cnc(C(=O)Nc2ccccc2-n2cccc2)cn1,3,0,2,9,-3,2,-3,5,1
O=C(CN1C(=O)CCC1=O)Nc1ccc(Br)cc1,0,4,2,-9,7,-6,0,28,6
CCOc1ccccc1NS(=O)(=O)c1cccs1,2,4,6,-4,-19,0,0,2,2
CC(=O)c1c(C)[nH]c(C(=O)OCc2cccc(Cl)c2)c1C,2,-3,8,-21,9,8,-1,-8,5
COc1ccc(C(=O)ON=C2CCN(c3ccc([N+](=O)[O-])cc3)CC2)cc1,-3,35*,3,25,8,89*,8,-9,-17
COCCNCC#CCOc1ccc(OC)cc1,0,-3,14,2,-5,7,-1,4,3
CC(=O)Nc1nc2ccc(S(=O)(=O)N3CCCC3)cc2s1,-3,-2,6,-7,1,3,4,-7,-7
Cc1oc(-c2ccccc2F)nc1CN1CCC(C(=O)NCCC2=CCCCC2)CC1,-7,5,5,22,-20,-7,1,-2,-23
Cc1cccc(NC(=O)c2ccccc2C(=O)Nc2cccc(C)c2)c1,-3,0,13,2,-3,8,-2,13,1
CCCN1C(=O)/C(=C2/C=Cc3ccccc3N2CC)SC1=S,1,2,8,15,3,6,-1,8,5
COc1ccc(CCNC(=O)c2n[nH]c(=O)c3ccccc23)cc1,-3,-3,9,10,10,9,-4,10,14
Cc1cc(C)cc(N(CC(=O)NC2CCCCCC2)S(=O)(=O)c2c(C)[nH]c(=O)[nH]c2=O)c1,-6,6,18,-13,-5,6,2,-2,-9
Cc1sc2ncn(CC(=O)N3CCC(C(N)=O)CC3)c(=O)c2c1S(=O)(=O)N1CCOCC1,-1,0,8,0,-1,11,3,-2,9
O=C(CNS(=O)(=O)c1ccccc1)NCc1ccccn1,-2,2,-6,21,-6,-7,4,0,0
Cc1c(NC(=S)NC(=O)C(C)(C)C)c(=O)n(-c2ccccc2)n1C,2,2,13,-3,5,-6,1,-2,5
Cc1cnc(NC(=O)CSc2nnc(-c3ccccc3)n2Cc2ccccc2)s1,0,8,1,-7,2,3,1,0,-4
CCOC(=O)C1(CCCc2ccccc2)CCN(C(=O)CCC2=NNC(=O)CC2)CC1,-1,9,7,11,14,5,-2,-1,-3
Cc1cc(C)c(C(=O)N2CCCC(N3CCN(c4cccc(C(F)(F)F)c4)CC3)C2)o1 (stereo not drawn),1,52*,-3,19,-13,-4,10,5,1
CCOc1cccc(C(=O)Nc2ccc(NC(=O)c3cc4ccccc4o3)c(OC)c2)c1,1,2,5,2,-9,-2,2,2,-3
CCN(CC)CC(=O)Nc1sc(C)cc1C(=O)c1ccccc1,-1,2,10,-16,-6,3,2,9,5
NC(=O)c1ccsc1NC(=O)c1coc2ccccc2c1=O,1,-4,2,5,0,3,-3,23,13
COc1ccc(/C=N/NC(=S)NC2CCS(=O)(=O)C2)cc1OC (stereo not drawn),-1,2,-4,11,5,1,0,6,-3
CN1CCC(N(C)C(=O)c2cc(S(=O)(=O)N(C)c3ccccc3)ccc2Cl)CC1,-3,x,8,14,x,-1,x,x,x
Cc1ccc(S(=O)(=O)N2CCC(C(=O)N3CC(C)OC(C)C3)CC2)cc1 (stereo not drawn),-10,3,-1,6,11,6,3,5,8
O=C(/C=C/c1ccccc1)NC(=S)NNC(=O)Cc1cccs1,7,2,7,15,-2,2,3,0,0
COCCNc1oc(Cc2cccc3ccccc23)nc1C#N,-5,-1,4,4,-2,9,-1,6,-11
CC(C)N(Cc1ccccc1)C(=O)COC(=O)c1ccc2ncsc2c1,1,1,10,-12,-17,-5,-1,x,x
Cc1ccc(-n2nnnc2SC(C)C(=O)NCC(=O)Nc2ccc(F)c(F)c2F)c(C)c1 (stereo not drawn),-5,-6,0,3,3,4,-3,-2,-10
COc1cccc2[nH]c(C(=O)NC(C)c3ccccc3)cc12 (stereo not drawn),-5,-1,1,-1,-12,-1,-4,-1,5
CC(=O)Nc1cccc(C(=O)OCC(=O)NCc2ccc(F)cc2)c1,-4,-1,1,1,-6,28,3,7,0

# Taken from the entries so far for reference:
SMILES,PAD4 FP inh,LYPLA2 inh,PAFAH1B3 FP inh,PREPL inhibitor,ZTA DNA inh,PAFAH2 inh,LYPLA1 counter,GSTO1 inh,EBNA-1 inhibitor
Cc1cnc(NC(=O)CSc2nnc(-c3ccccc3)n2Cc2ccccc2)s1,0,8,1,-7,2,3,1,0,-4
CCOC(=O)C1(CCCc2ccccc2)CCN(C(=O)CCC2=NNC(=O)CC2)CC1,-1,9,7,11,14,5,-2,-1,-3

# Later entries
SMILES,PAD4 FP inh,LYPLA2 inh,PAFAH1B3 FP inh,PREPL inhibitor,ZTA DNA inh,PAFAH2 inh,LYPLA1 counter,GSTO1 inh,EBNA-1 inhibitor
O=C(C1CCCO1)N1CCN(S(=O)(=O)c2ccc(Cl)cc2)CC1 (stereo not drawn),7,6,5,13,-10,3,2,-4,-16
CCOC(=O)c1[nH]c2ccc(OC)cc2c1NC(=O)CN1CCN(c2ccccn2)CC1,4,2,x,16,4,x,-2,20,-6
COc1ccc(C(=O)NNC(=O)CCc2ccccc2OC)cc1,-4,1,11,2,-10,0,-3,-2,-18
CSCCC(NC(=O)/C(=C\c1ccco1)NC(=O)c1ccco1)C(=O)O (stereo not drawn),-5,2,0,16,-17,2,-1,1,-4
Cc1ccc(NC(=O)c2cnn(-c3ccccc3)c2NC(=O)c2ccco2)cc1,-1,-3,3,-3,2,-3,-4,-6,-7
CCc1ccccc1N(CC(=O)N1CCCC1)S(C)(=O)=O,3,-1,4,13,-12,7,0,-3,-3
Nc1cc(=O)[nH]c(SCC(=O)N2CCCCC2)n1,3,-4,10,7,-10,-1,-3,0,-1
CN(C)CCn1c2ccccc2c2nc3ccc([N+](=O)[O-])cc3cc21,-1,0,x,-95,18,x,-1,8,5
Cc1cccc(NC(=O)C2CCN(c3ncnc4c3nc3n4CCCCC3)CC2)n1,-3,-7,2,3,-7,1,-4,1,-17
O=C(Nc1cc(Cl)ccc1Cl)N1CCCC1,-2,-1,-2,7,16,0,2,-9,-4
CCOC(=O)N1CCN(C(=O)COc2cccc3c2CCN(Cc2ccccc2C)C3=O)CC1,-1,6,-4,11,-2,-2,-4,0,9
CC1(c2ccccc2Cl)NC(=O)N(CC(=O)NCc2ccco2)C1=O (stereo not drawn),0,8,5,-3,-7,8,1,1,5
CCn1ccnc1CN1CCN(CC(C)C)C(CCO)C1 (stereo not drawn),-7,3,3,2,-1,-2,0,-2,4
CC(C)(C)c1nnc2sc(SCC(=O)c3cccs3)nn2c1=O,-7,1,8,4,18,5,0,15,2
COc1ccc(/C=C/C(=O)NC2=NCCS2)cc1OC,-1,8,3,3,1,3,2,6,-4

# Three records picked at random from the list so far:
SMILES,PAD4 FP inh,LYPLA2 inh,PAFAH1B3 FP inh,PREPL inhibitor,ZTA DNA inh,PAFAH2 inh,LYPLA1 counter,GSTO1 inh,EBNA-1 inhibitor
Cc1ccc(-n2nnnc2SC(C)C(=O)NCC(=O)Nc2ccc(F)c(F)c2F)c(C)c1 (stereo not drawn),-5,-6,0,3,3,4,-3,-2,-10
O=C(C1CCCO1)N1CCN(S(=O)(=O)c2ccc(Cl)cc2)CC1 (stereo not drawn),7,6,5,13,-10,3,2,-4,-16
CCOc1cccc(C(=O)Nc2ccc(NC(=O)c3cc4ccccc4o3)c(OC)c2)c1,1,2,5,2,-9,-2,2,2,-3

# (next part)
SMILES,PAD4 FP inh,LYPLA2 inh,PAFAH1B3 FP inh,PREPL inhibitor,ZTA DNA inh,PAFAH2 inh,LYPLA1 counter,GSTO1 inh,EBNA-1 inhibitor
COc1ccc(-c2n[nH]c(=S)n2-c2cc(OC)ccc2OC)cc1,-4,2,11,2,1,-6,-2,-2,9
C[C@H](NC(=O)c1ccc(C(C)(C)C)cc1)C(=O)N1CCC2(CC1)NCCc1[nH]cnc12,2,-7,2,10,-8,2,3,-2,-8
Cc1c(NS(=O)(=O)c2ccc(Cl)c(C(=O)OC(C)C(=O)NCc3ccco3)c2)c(=O)n(-c2ccccc2)n1C (stereo not drawn),-3,8,4,9,-2,2,2,9,-10
COc1ccc(C)cc1S(=O)(=O)N(C)CC(=O)N1CCCCC1,5,-5,2,1,8,0,-6,3,-1
Cc1nc([N+](=O)[O-])c(C(=O)OCc2ccccc2F)n1C,0,-1,8,-9,-15,0,3,-5,-3
CCOC(=O)c1nc(-c2ccc(OC)c(OC)c2)cnc1C#N,-2,-1,9,0,10,-11,-3,-1,-14
Cc1cccc(OCc2nnc(NC(=O)c3cccs3)s2)c1,0,8,3,-5,5,-5,-1,-8,11
Cc1ccc(NC(=O)CSCc2cc(=O)n3ccsc3n2)c(C)c1,-3,0,9,9,-10,-2,3,2,-18
O=C(NC1CCCC1)c1ccc(Br)c(S(=O)(=O)N2CCCCC2)c1,4,5,4,16,-1,24,0,8,1
COc1ccc2c(c1)N(C(=O)CN1C(=O)C3CCCCC3C1=O)C(C)(C)C=C2C (stereo not drawn),5,-1,7,25,-5,8,2,-7,-4
O=C(Nc1ccc(S(=O)(=O)N2CCCC2)cc1)c1cccc(OC(F)F)c1,-1,4,6,-2,9,1,2,1,4
COc1cccc(/C=C/c2nc3c(cnn3-c3ccccc3)c(=O)[nH]2)c1,-8,-15,-3,3,15,0,-6,-10,-5
CCN1CCN(CC(=O)Nc2ccc(OC(F)(F)F)cc2)CC1,-1,5,6,5,3,4,1,0,-3
CC(C)C(Nc1ccc(S(=O)(=O)N2CCOCC2)cc1[N+](=O)[O-])C(=O)O (stereo not drawn),0,6,1,-5,1,-6,2,-3,1
CC(C)(CO)NCC(O)Cn1cc(C=O)c2ccccc21 (stereo not drawn),-1,-1,0,4,3,0,1,4,-4
O=C(CCSCCC(=O)NCc1ccccc1)NCc1ccccc1,-2,6,11,5,-11,7,3,-2,2
CC1CCC2(CC1)NC(=O)N(CC(=O)c1ccc(CNC(=O)C(C)(C)C)s1)C2=O (stereo not drawn),-1,-2,-3,7,-17,-4,-2,x,x
CSc1nnc2c(n1)OC(C)N(C(=O)c1ccccc1)c1ccccc1-2 (stereo not drawn),-2,1,-11,-1,-23,-6,1,0,-8
O=C(NCC1CCCO1)c1onc(CSc2ccccc2)c1C(=O)O (stereo not drawn),2,-3,5,0,-5,7,0,-3,4
COc1ccc(CCNc2oc(Cc3ccccc3)nc2C#N)cc1OC,-3,1,2,10,7,4,0,-7,11
COc1cccc(C2Nc3ccccc3C(=O)N2c2ccc(F)cc2)c1O (stereo not drawn),-10,-3,2,-9,4,1,5,3,-10
Cc1cc(C)cc(-n2nnnc2-c2cn(C)nc2C(F)(F)F)c1,-1,0,2,19,-9,4,3,17,-10
NC(=O)c1nsc(C(=O)N(CC(=O)NC2CCCC2)c2cccc(C(F)(F)F)c2)c1N,0,-1,0,5,-6,2,-1,9,-6
CCN(CC)CC#CCC(O)(c1ccccc1)C1CCCCC1 (stereo not drawn),0,-8,2,12,2,1,-1,7,-11
CC1=C(C(=O)Nc2ccccc2C(=O)NCc2ccccc2)SCCO1,-2,3,11,-4,-1,-2,2,4,4
CCCN1CCN(C2CCCCC2NS(=O)(=O)c2ccccc2)CC1 (stereo not drawn),2,-1,4,22,-17,-15,4,-4,3
CSc1ccc(Cl)c(C(=O)OCC(=O)N2CC(C)OC(C)C2)c1 (stereo not drawn),-3,1,10,6,0,7,0,-8,-15
O=S(=O)(Nc1nc2ccccc2nc1Cl)c1cccc(C(F)(F)F)c1,-1,3,7,11,-7,6,-1,1,7
CSc1nc2[nH]c3c(c2c2ncnn12)CCCC3,-2,9,-2,16,-22,5,1,10,2
Cc1nc(Nc2ccccc2)sc1-c1ccccc1,-1,8,5,16,-3,2,3,2,-6
Cc1ccc(S(=O)(=O)N[C@@H](CC(C)C)C(=O)N2CCC(C(=O)N[C@H](C(=O)O)C(C)C)CC2)cc1,1,0,5,-1,-6,4,2,0,1
O=C(COC(=O)c1cccc(S(=O)(=O)NCc2ccccc2)c1)c1ccccc1,-1,0,5,-4,4,29,-6,2,-2

# An excerpt, so the mix of outcomes need not match the whole.
